Bioassay records from PubChem.
PfM18AAP inh: PfM18AAP inhibitors, malaria aminopeptidase, primary screen, biochemical, QFRET, recombinant enzyme. M18 aspartyl aminopeptidase (Plasmodium falciparum 3D7). H-Glu-NHMec fluorogenic cleavage. inhibition, % at 7.35 µM. hit rate 1.2% among 290,000;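 active = inhibition above the campaign mean inhibition over all tested compounds plus 3 SD, cut at about 28% in these data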;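 note: 0% = plate median of test compound wells and 100% = 2 mM ZnCl2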
DNA FID counter: compounds displacing fluorescent DNA intercalator, primary screen, artefact control for HCV NS3 helicase inhibitor project, biochemical, FID fluorescence; DNA fluorescent intercalator displacement; inhibition, % at 7.9 µM; hit rate 0.17% among 290,000; in the data active = inhibition above about 37%;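 note: 0% = vehicle and 100% = reference compound; higher means more ethidium bromide displaced from hairpin DNA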
NALP1 inh: NALP1 inflammasome inhibitors in reconstituted yeast, colorimetric, S. cerevisiae, triplicate retest | inhibition, % at 10 µM | hit rate 0.61% among 280,000 | S. cerevisiae NALP1/ASC/caspase-1 growth, X-gal OD620, 72 h; in the data active = inhibition mostly above about 24%, no sharp cut-off; inactive = mostly below about 32%; note: some compounds called inactive have numbers as strong as hits
VIM-2 inhibitor: VIM-2 metallo-beta-lactamase inhibitors, primary screen, biochemical, epi-absorbance readout, Pseudomonas aeruginosa enzyme; purified VIM-2, nitrocefin hydrolysis, epi-absorbance fluorescence; inhibition, % at 5.6 µM; hit rate 0.89% among 290,000;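 active = inhibition above the mean of all tested compounds plus 3 SD, cutoff set per screening run, cut at about 7.5% in these data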;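 note: red hydrolysis product quenches plate fluorescence so inhibitors raise well fluorescence; 0% = enzyme with DMSO and 100% = DMSO without enzyme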
NS3 helicase inh: inhibitors of HCV NS3 helicase, primary screen, biochemical, Cy5 molecular beacon fluorescence. Hepatitis C virus NS3 helicase. NS3 helicase DNA unwinding. inhibition, % at 10.9 µM. hit rate 0.56% among 290,000;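 active = inhibition above the mean of all tested compounds plus 3 SD, set per campaign, cut at about 35% in these data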;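 note: 0% = DMSO wells and 100% = thioflavine S control wells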
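test system = hepatitis C virus NS3 helicase domain fragment enzyme | reagent = annealed dual-labelled DNA beacon duplex, ATP-started | times = 1 h at 25 °C | detection = Cy5 fluorescence, 0 and 60 min reads | read-out basis = percent inhibition from t60/t0 fluorescence ratio | control set = DMSO and thioflavine S | replication = one well per compound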
SUMO HTRF inh: inhibitors of in vitro SUMOylation cascade, primary screen, biochemical, HTRF, uHTS | hit rate 0.36% among 290,000 | inhibition, % at 35 µM | HTRF SUMOylation assay, SAE1/SAE2 + UBC9; in the data active = inhibition above about 50%, passing the limit was not always enough; note: strong numbers were not always called active
Target sequence (P63279 whole entry, looked up): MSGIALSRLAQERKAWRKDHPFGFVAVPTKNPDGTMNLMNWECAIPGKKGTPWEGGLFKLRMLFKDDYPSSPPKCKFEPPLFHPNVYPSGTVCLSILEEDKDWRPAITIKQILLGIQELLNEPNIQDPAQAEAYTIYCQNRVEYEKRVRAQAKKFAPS
MEKK2mut PB1 HTS: MEK5 binding signal on mutant MEKK2 PB1, primary screen, biochemical, multiplex bead flow cytometry, Alexa488-MEK5 | Alexa488-MEK5 binding to MEKK2 mutant | percent response, % at 10 µM | hit rate 0.35% among 290,000; in the data active = percent response above about 24%, passing the limit was not always enough; note: inactives centre near 1; some results filed as inactive read as strong as hits
IMP-1 inh: IMP-1 metallo-beta-lactamase inhibitors, primary screen, biochemical, epi-absorbance readout, Pseudomonas aeruginosa enzyme; metallo-beta-lactamase IMP-1 (Pseudomonas aeruginosa); purified IMP-1, nitrocefin hydrolysis, epi-absorbance fluorescence; inhibition, % at 5.6 µM; hit rate 0.45% among 290,000;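 active = inhibition above the mean plus 3 SD of all compounds in the same screening run, cut at about 4.5% in these data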;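 note: 0% = IMP-1 with DMSO and 100% = DMSO wells lacking enzyme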
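system = purified recombinant IMP-1 beta-lactamase | amount = 0.2 nM IMP-1, as dispensed | medium = HEPES buffer pH 7.1 with ZnSO4 and Brij 35 | times = 25 °C, 15 min preincubation, 25 min reaction | detection = plate fluorescence quenching by hydrolysis product, ex 480/em 530 nm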
MEKK2wt PB1 HTS: modulators of MEK5 binding to wildtype MEKK2, primary screen, biochemical, multiplex bead flow cytometry, Alexa488-MEK5; Mitogen-activated protein kinase kinase kinase 2 (Homo sapiens), Q9Y2U5; Alexa488-MEK5 binding to MEKK2 WT; actives lie on both sides; binding response (% of control), % at 10 µM; hit rate 1.1% among 290,000; AID 1531, 2009; in the data active = binding response below about 67% or above about 130%
An asterisk follows results filed as active; [ ] = another dose, or the depositor's remark.

Screening CCN1CCN(c2cc3nc(C)n(Cc4ccccc4)c(=O)c3cc2NC(=O)c2ccccc2F)CC1 returned PfM18AAP inh -2.2, DNA FID counter 8.5, NALP1 inh 2.9, VIM-2 inhibitor -0.4, NS3 helicase inh -61.8, SUMO HTRF inh 2.2, MEKK2mut PB1 HTS 6.0, IMP-1 inh -3.8 and MEKK2wt PB1 HTS 119.0.
For COc1ccc(CN(CC2CCCO2)C(=O)c2cc3ccccc3oc2=O)cc1 (stereo not drawn) the results were PfM18AAP inh 4.5, DNA FID counter -34.5, NALP1 inh -12.8, VIM-2 inhibitor -1.6, NS3 helicase inh 1.3, SUMO HTRF inh -1.7, MEKK2mut PB1 HTS -2.0, IMP-1 inh -3.0 and MEKK2wt PB1 HTS 106.0.
For CS(=O)(=O)N(CC(=O)Nc1ccccc1C(=O)N1CCOCC1)c1ccc(Cl)cc1 the results were PfM18AAP inh -3.4, DNA FID counter -4.2, NALP1 inh 12.1, VIM-2 inhibitor -0.8, NS3 helicase inh 4.9, SUMO HTRF inh 6.4, MEKK2mut PB1 HTS -9.0, IMP-1 inh -1.1 and MEKK2wt PB1 HTS 43.0*[inhibitor].
For Cc1cc(NC(=O)c2cc(C(C)C)on2)no1 the results were PfM18AAP inh 11.6, DNA FID counter -0.3, NALP1 inh 7.8, VIM-2 inhibitor -2.8, NS3 helicase inh 4.0, SUMO HTRF inh -16.0, MEKK2mut PB1 HTS 4.0, IMP-1 inh -1.4 and MEKK2wt PB1 HTS 106.0.
For Cc1ccccc1-c1nn[nH]n1 the results were PfM18AAP inh -11.6, DNA FID counter 4.9, NALP1 inh -2.1, VIM-2 inhibitor -0.9, NS3 helicase inh -1.6, SUMO HTRF inh 4.1, MEKK2mut PB1 HTS -5.0, IMP-1 inh -4.2 and MEKK2wt PB1 HTS 97.0.
`CS(=O)(=O)c1nc(S(=O)(=O)c2ccc(Cl)cc2)c(N2CCCCCC2)s1` gave PfM18AAP inh -0.8, DNA FID counter -31.3, NALP1 inh 10.9, VIM-2 inhibitor -0.5, NS3 helicase inh 7.2, SUMO HTRF inh -4.9, MEKK2mut PB1 HTS 0.0, IMP-1 inh -0.1 and MEKK2wt PB1 HTS 94.0.
For C[C@H](NC(=O)c1ccco1)C(=O)NCCc1ccc(S(N)(=O)=O)cc1 the results were PfM18AAP inh 0.6, DNA FID counter 0.3, NALP1 inh -2.5, VIM-2 inhibitor -2.4, NS3 helicase inh -6.3, SUMO HTRF inh -12.9, MEKK2mut PB1 HTS -7.0, IMP-1 inh -2.9 and MEKK2wt PB1 HTS 106.0.
Screening CCN(CC)c1ccc(NC(=O)C2CCCC2)cc1 returned PfM18AAP inh 11.8, DNA FID counter -1.1, NALP1 inh 6.8, VIM-2 inhibitor -2.4, NS3 helicase inh 3.0, SUMO HTRF inh 1.6, MEKK2mut PB1 HTS 4.0, IMP-1 inh -2.2 and MEKK2wt PB1 HTS 103.0.
CCOc1cc(N2CCOCC2)c(OCC)cc1NC(=O)c1ccco1 was read as PfM18AAP inh 7.6, DNA FID counter -22.4, NALP1 inh 2.7, VIM-2 inhibitor -3.1, NS3 helicase inh 3.6, SUMO HTRF inh 2.3, MEKK2mut PB1 HTS 4.0, IMP-1 inh -2.5 and MEKK2wt PB1 HTS 98.0.
For Cc1ccccc1C1(CCN2CCCCC2)CCOC(C)(C)C1 (stereo not drawn) the results were PfM18AAP inh 4.5, DNA FID counter 5.5, NALP1 inh 25.2, VIM-2 inhibitor -4.4, NS3 helicase inh 0.5, SUMO HTRF inh 13.7, MEKK2mut PB1 HTS 1.0, IMP-1 inh -1.7 and MEKK2wt PB1 HTS 102.0.
`COCCCn1c2nc3ccccc3nc2c2c(=O)n(CC3CCCO3)cnc21` (stereo not drawn) gave PfM18AAP inh -0.5, DNA FID counter -5.9, NALP1 inh -6.8, VIM-2 inhibitor 1.1, NS3 helicase inh -1.9, SUMO HTRF inh -5.9, MEKK2mut PB1 HTS 4.0, IMP-1 inh -0.4 and MEKK2wt PB1 HTS 102.0.
CCOc1ccc(S(=O)(=O)n2cnc3cc(C)c(C)cc32)cc1 was read as PfM18AAP inh -0.5, DNA FID counter -19.6, NALP1 inh 31.9, VIM-2 inhibitor -0.8, NS3 helicase inh -9.6, SUMO HTRF inh -10.3, MEKK2mut PB1 HTS 2.0, IMP-1 inh -2.3 and MEKK2wt PB1 HTS 105.0.
Cc1ccc2c(c1)NC(=O)C(CC(=O)NCCCN1CCCC1)O2 (stereo not drawn) was read as PfM18AAP inh -0.1, DNA FID counter -1.4, NALP1 inh -16.2, VIM-2 inhibitor -3.2, NS3 helicase inh -3.1, SUMO HTRF inh 8.7, MEKK2mut PB1 HTS 4.0, IMP-1 inh -3.9 and MEKK2wt PB1 HTS 111.0.
`Cc1cc(C)c2c(-n3cccc3)c(C(=O)O)sc2n1` gave PfM18AAP inh 7.4, DNA FID counter -12.5, NALP1 inh -14.6, VIM-2 inhibitor -0.7, NS3 helicase inh 2.6, SUMO HTRF inh 9.9, MEKK2mut PB1 HTS 4.0, IMP-1 inh -2.7 and MEKK2wt PB1 HTS 102.0.
Screening CCOC(=O)C1=C(CN2CC(C)CC(C)C2)NC(=O)NC1c1ccc2c(c1)OCO2 (stereo not drawn) returned PfM18AAP inh -3.5, DNA FID counter -8.9, NALP1 inh -3.6, VIM-2 inhibitor -3.3, NS3 helicase inh 6.8, SUMO HTRF inh -2.1, MEKK2mut PB1 HTS -9.0, IMP-1 inh -2.5 and MEKK2wt PB1 HTS 88.0.
`CC(=O)Cc1nsc(NC(=O)c2ccc(-c3cccc(C(F)(F)F)c3)o2)n1` gave PfM18AAP inh -1.5, DNA FID counter -5.5, NALP1 inh 16.3, VIM-2 inhibitor -3.8, NS3 helicase inh 7.7, SUMO HTRF inh -3.7, MEKK2mut PB1 HTS -1.0, IMP-1 inh -6.1 and MEKK2wt PB1 HTS 97.0.
Screening Cc1ccc(NC(=O)C2CCCN(S(=O)(=O)c3cccc4nonc34)C2)cc1 (stereo not drawn) returned PfM18AAP inh 3.5, DNA FID counter -5.2, NALP1 inh 9.3, VIM-2 inhibitor -1.4, NS3 helicase inh -0.1, SUMO HTRF inh 7.2, MEKK2mut PB1 HTS -5.0, IMP-1 inh -2.6 and MEKK2wt PB1 HTS 94.0.
COc1ccc(CCCC(=O)O)c(C)c1 was read as PfM18AAP inh 7.8, DNA FID counter 0.9, NALP1 inh 2.9, VIM-2 inhibitor -1.9, NS3 helicase inh -12.8, SUMO HTRF inh 3.5, MEKK2mut PB1 HTS -5.0, IMP-1 inh -2.1 and MEKK2wt PB1 HTS 93.0.
For Cc1ccc2nc(-c3cccc(NS(C)(=O)=O)c3)cc(-c3ccccc3)c2c1 the results were PfM18AAP inh -5.7, DNA FID counter -10.2, NALP1 inh 13.1, VIM-2 inhibitor -1.1, NS3 helicase inh -9.2, SUMO HTRF inh -20.8, MEKK2mut PB1 HTS 11.0, IMP-1 inh -3.8 and MEKK2wt PB1 HTS 126.0.
NC(=O)c1ccccc1N/C=C/C(=O)c1ccc(Cl)cc1Cl was read as PfM18AAP inh -0.5, DNA FID counter -1.7, NALP1 inh 9.1, VIM-2 inhibitor 8.0*, NS3 helicase inh 7.9, SUMO HTRF inh 25.8 and IMP-1 inh -3.5.
Screening COc1ccc(N2CC(C(=O)Nc3nc4ccc(F)cc4s3)CC2=O)c(OC)c1 (stereo not drawn) returned PfM18AAP inh -1.4, DNA FID counter -34.3, NALP1 inh 6.0, VIM-2 inhibitor 1.0, NS3 helicase inh -1.1, SUMO HTRF inh 1.7, MEKK2mut PB1 HTS 2.0, IMP-1 inh -2.6 and MEKK2wt PB1 HTS 103.0.
`CC(=O)Nc1ccc(S(=O)(=O)N2CN(c3ccc(C)cc3)c3nc4ccccc4nc32)cc1` gave PfM18AAP inh -6.0, DNA FID counter -3.8, NALP1 inh 2.6, VIM-2 inhibitor 0.1, NS3 helicase inh -12.2, SUMO HTRF inh -4.6, MEKK2mut PB1 HTS -4.0, IMP-1 inh -1.2 and MEKK2wt PB1 HTS 96.0.
Cn1ncc(C(N)=O)c1NC(=S)NC(=O)c1ccc(Br)o1 was read as PfM18AAP inh -0.6, DNA FID counter -1.7, NALP1 inh -8.1, VIM-2 inhibitor -1.0, NS3 helicase inh 4.2, SUMO HTRF inh -24.9, MEKK2mut PB1 HTS -8.0, IMP-1 inh -2.0 and MEKK2wt PB1 HTS 90.0.
For CCOC(=O)C1=C(Cc2ccc(OC)cc2)C(=O)c2ccccc2C1=O the results were PfM18AAP inh 6.9, DNA FID counter -6.5, NALP1 inh -20.8, VIM-2 inhibitor 0.7, NS3 helicase inh 1.1, SUMO HTRF inh 9.3 and IMP-1 inh -4.1.
`COc1ccccc1CNC(=O)CSC1=NCCS1` gave PfM18AAP inh 9.2, DNA FID counter -9.9, NALP1 inh -14.7, VIM-2 inhibitor -1.8, NS3 helicase inh 4.0, SUMO HTRF inh -11.8, MEKK2mut PB1 HTS -7.0, IMP-1 inh -0.3 and MEKK2wt PB1 HTS 95.0.
Screening CCOCCCNC(=O)CN1C(=O)/C(=C/c2ccccc2C)Sc2ccccc21 returned PfM18AAP inh 5.6, DNA FID counter -32.3, NALP1 inh 14.2, VIM-2 inhibitor -0.5, NS3 helicase inh -15.7, SUMO HTRF inh 1.9, MEKK2mut PB1 HTS -9.0, IMP-1 inh -0.5 and MEKK2wt PB1 HTS 93.0.
For Cc1cccc(C)c1NC(=O)CCCCCC1NC(=O)NC1C (stereo not drawn) the results were PfM18AAP inh 4.5, DNA FID counter -5.2, NALP1 inh -3.8, VIM-2 inhibitor -2.8, NS3 helicase inh 7.9, SUMO HTRF inh 9.7, MEKK2mut PB1 HTS 2.0, IMP-1 inh -1.7 and MEKK2wt PB1 HTS 107.0.
`Cc1nn(Cc2ccccc2Cl)c(Cl)c1C(=O)NCCc1ccccc1` gave PfM18AAP inh -6.4, DNA FID counter -15.2, NALP1 inh 24.9, VIM-2 inhibitor -1.9, NS3 helicase inh -5.3, SUMO HTRF inh -16.3, MEKK2mut PB1 HTS -1.0, IMP-1 inh 1.3 and MEKK2wt PB1 HTS 94.0.
CC1CC(C)CN(S(=O)(=O)c2ccc(C(=O)N3CC(C)OC(C)C3)cc2)C1 (stereo not drawn) was read as PfM18AAP inh -0.1, DNA FID counter -37.7, NALP1 inh 8.7, VIM-2 inhibitor 0.1, NS3 helicase inh 3.1, SUMO HTRF inh -6.1, MEKK2mut PB1 HTS 5.0, IMP-1 inh -2.6 and MEKK2wt PB1 HTS 107.0.
